hERG WT inh = qHTS for Inhibitors of KCHN2 3.1: Wildtype qHTS; Voltage-gated inwardly rectifying potassium channel KCNH2 (Homo sapiens), Q12809; U2OS, BacMam KCNH2, thallium flux FluxOr; stronger effect = lower value; activity change, % at 1.84 µM; hit rate 0.37% among 340,000;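 active = maximum activity change below -70%; inconclusive = maximum activity change between -70% and -50%; inactive = maximum activity change above -50%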
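U2OS cells were transduced with wild-type KCNH2 virus (2.03 x 10^8 / mL) for 4 h at room temperature, then cultured overnight at 37 C. Thallium flux was read with FluxOr dye. Rate constants were normalized to DMSO controls.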
Giardia kill = Small Molecules that selectively kill Giardia lamblia: qHTS | Giardia lamblia trophozoite viability | activity change, % at 7.66 µM, hits read low | hit rate 0.15% among 340,000 | AID 540267, 2011; in the data active = activity change below about -80%; inconclusive = between about -30% and that limit;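 also: parasites exposed to compound for two days anaerobically before the ATP read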
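Luminescent ATP signal served as the viability read-out, measured 15-30 min after adding ATP detection reagent to trophozoites that had been incubated with compounds for 48 hrs at 37 deg C anaerobically at 100 cells/well.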
B2AR arrestin = qHTS assay of beta-arrestin-biased ligands of beta2-adrenergic receptor | Beta-2 adrenergic receptor (Homo sapiens), P07550 | beta-arrestin recruitment to beta2AR, cell-based reporter | Potency, µM (titrated, usually from 46.1 µM), without a hit: at the top dose activation, actives largely listed as activators | hit rate 0.02% among 330,000;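 also: potency is read from the fitted curve at half-maximal effect; 0% = DMSO controls and full agonism = EC100 isoproterenol or metaproterenol; nearly all actives have a fitted effect of over 65% in size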
GALK inh = qHTS Assay for Inhibitors of Human Galactokinase (GALK) | P51570 | Purified GALK, Kinase-Glo residual ATP luminescence | Potency, µM (doses to about 57.5 µM), inactives show at the top dose activity change, negative = inhibition, hits mostly inhibitors | hit rate 0.007% among 270,000 | AID 1868, 2009; also: potency is read from the fitted curve at half-maximal effect
Target sequence (P51570 whole entry, looked up): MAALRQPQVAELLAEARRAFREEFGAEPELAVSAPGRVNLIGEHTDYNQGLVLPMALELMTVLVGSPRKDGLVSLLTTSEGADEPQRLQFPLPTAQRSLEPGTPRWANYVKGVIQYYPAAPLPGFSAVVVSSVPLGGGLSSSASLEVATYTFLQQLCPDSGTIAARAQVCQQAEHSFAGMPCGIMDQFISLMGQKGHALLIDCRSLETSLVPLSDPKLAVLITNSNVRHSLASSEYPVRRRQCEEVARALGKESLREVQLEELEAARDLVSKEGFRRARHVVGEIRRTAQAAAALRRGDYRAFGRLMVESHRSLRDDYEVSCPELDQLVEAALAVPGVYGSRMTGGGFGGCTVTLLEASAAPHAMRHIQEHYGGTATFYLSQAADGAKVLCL
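Kinase-Glo Plus luminescence measured ATP left after a 1 h room-temperature reaction. The reaction used 5 nM GALK, 100 uM galactose and 35 uM ATP at pH 8.0 (20 mM HEPES, 5 mM MgCl2, 60 mM NaCl, 1 mM DTT, 0.01% BSA).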
Eya2 phos inh = qHTS Assay for Inhibitors of the Phosphatase Activity of Eya2. recombinant Eya2, OMFP fluorescence dephosphorylation (OMFP is methylfluorescein phosphate). Potency, µM (top dose mostly 76.9 µM), inactives show at the highest dose activity, negative = inhibition, usual class: inhibitors. hit rate 0.006% among 330,000; also: potency is read from the fitted curve at half-maximal effect
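Eya2 (0.2 uM) preincubated 10 min at ambient with compound, then OMFP substrate added at 50 uM; 10 min reaction in 50 mM HEPES pH 7.5, 50 mM NaCl, 5 uM MgCl2, 0.05% BSA, 1 mM DTT. Fluorescence read at Ex 485/Em 525 nm.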
KCNH2 3.1 block = qHTS for Inhibitors of KCHN2 3.1: Mutant qHTS. Potassium voltage-gated channel subfamily H member 2, brain isoform KCNH2 3.1 (human). U2OS KCNH2 3.1, thallium flux FluxOr; stronger effect = lower value. activity change, % (tested at about 1.8 µM). hit rate 0.95% among 340,000;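 active = maximum activity change below -70%; inconclusive = maximum activity change from -70% to -50%; inactive = maximum activity change above -50%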;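 also: thallium influx rate constant from kinetic fluorescence after stimulation buffer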
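Normalized rate constant (relative to positive and negative DMSO controls) derived from a 2 min kinetic fluorescence read after stimulation; U2OS cells expressing the 3.1 isoform via virus at 1.77 x 10^8 /mL.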
uPA surface inh = qHTS for Inhibitors of Cell Surface uPA Generation; hit rate 0.31% among 330,000; AID 540303, 2011; cell surface uPA generation assay, qHTS; Potency, µM (top dose mostly 38.3 µM), inactives show top-dose activity change, negative = inhibition, actives largely listed as inhibitors; active = well fitted inhibition curve with a large enough effect; inconclusive = small, poorly fitted or top-dose-only effect; inactive = no such curve, though single readings can be large or run the other way; tested in mouse RAW 264.7 cells; also: potency is read from the fitted curve at half-maximal effect; nearly all actives have a fitted effect of over 55% in size
PKM2 act = qHTS Assay for Activators of Human Muscle isoform 2 Pyruvate Kinase. hit rate 0.34% among 260,000. Pyruvate kinase PKM (Homo sapiens), P14618. Potency, µM (highest dose often 57.5 µM), for the others: at the top dose activation, hits mostly activators. purified PKM2, Kinase-Glo ATP luminescence, activation; response scale: 0% is enzyme alone, no compound; also: potency is read from the fitted curve at half-maximal effect; nearly all actives have a fitted effect of over 55% in size
Target sequence (P14618 whole entry, looked up, canonical isoform): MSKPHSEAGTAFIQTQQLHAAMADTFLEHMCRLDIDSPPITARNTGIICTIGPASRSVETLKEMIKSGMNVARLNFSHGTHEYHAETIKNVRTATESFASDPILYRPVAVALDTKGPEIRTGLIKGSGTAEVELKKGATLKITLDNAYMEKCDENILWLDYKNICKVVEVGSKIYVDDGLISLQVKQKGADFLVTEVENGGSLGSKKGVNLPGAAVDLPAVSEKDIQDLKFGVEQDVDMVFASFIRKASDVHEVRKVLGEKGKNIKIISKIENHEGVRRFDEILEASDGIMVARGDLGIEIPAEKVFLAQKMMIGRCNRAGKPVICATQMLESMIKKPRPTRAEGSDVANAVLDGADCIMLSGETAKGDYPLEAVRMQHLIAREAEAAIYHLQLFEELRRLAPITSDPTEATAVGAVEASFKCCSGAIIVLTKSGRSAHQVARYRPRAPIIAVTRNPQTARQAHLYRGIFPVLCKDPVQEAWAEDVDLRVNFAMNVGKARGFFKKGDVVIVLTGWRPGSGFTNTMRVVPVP
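ATP formation by purified human PK-M2, quantified via coupled luciferase luminescence after 1 h at room temperature with 0.1 mM ADP and 0.5 mM PEP final.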
USP2a block = qHTS Assay for Inhibitors of Ubiquitin-specific Protease USP2a Using CHOP2 as the Reporter. Ubiquitin carboxyl-terminal hydrolase 2 (Homo sapiens), O75604. USP2 core, Ub-CHOP2 coupled fluorogenic reporter, 485/531. Potency, µM (series often up to 38.3 µM), for inactives: top-dose activity change, negative = inhibition, hits mostly inhibitors. hit rate 0.01% among 330,000;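 also: potency is read from the fitted curve at half-maximal effect; plate controls were DMSO wells for no effect and full inhibition by NEM control for full effect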
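USP2 core (10nM final) preincubated 30min RT with compound in 20mM Tris-HCl pH 8.0, 2mM CaCl2, 2mM beta-mercaptoethanol, 0.05% CHAPS; 25nM Ub-CHOP2 plus 25nM reporter substrate added, fluorescence (Ex485/Em531) read after 60min.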
BCR signal inh = qHTS Assay to Find Inhibitors of Chronic Active B-Cell Receptor Signaling. Potency, µM (top dose mostly 46.1 µM), for the others: at the highest dose ratio change, negative = lower green/red ratio, usual class: inhibitors. hit rate 0.05% among 340,000. AID 493014, 2011. ABC-DLBCL IkBa-CBG/CBR reporter, luminescence ratio, 4 h; active = well fitted inhibition curve with a large enough effect in the signal ratio, with a control signal flat, not every such curve was filed as active; inconclusive = small, poorly fitted or top-dose-only effect, or effect the other way, or a change in a side signal; the % refers to the signal ratio;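 also: potency is read from the fitted curve at half-maximal effect; plate controls were basal doxycycline-induced cells for no effect and cells given 10 µM MG132 for full effect; MG132 reads +100%, hits lower the ratio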
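TMD8 ABC-DLBCL cells carrying doxycycline-inducible green luciferase fused to IkappaBalpha plus unfused red luciferase were exposed to compounds (up to 46 uM) for 4 hrs at 37C. Activity came from the overlap-corrected green/red luminescence ratio.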
FBPA coupling cs = qHTS Assay for Inhibitors of Fructose-1,6-bisphosphate Aldolase from Giardia Lamblia: Coupling assay counterscreen; AID 2472, 2010; coupling enzyme system counterscreen, AmpLite Red fluorescence; hit rate 0.67% among 290,000; activity change, negative = inhibition, % at 58.2 µM, hits read low; in the data active = activity change below about -30%
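Activity here indicates interference with the coupling reaction, not aldolase inhibition. Compounds at 57.5 uM final met coupling enzymes for 10 min at RT; substrate and AmpLite Red detection followed, with a 525/598 nm fluorescence read after 20 min.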
Numbers without * were called inactive; ? = inconclusive; . = no result given; [ ] = dose if it differs, or a comment. Unless noted, calls follow the shape of the dose curve; as a rule, active = well fitted curve in the direction sought with a large enough effect; inconclusive = small, poorly fitted or top-dose-only effect, or another doubt; inactive = no such curve, though single readings can be large; an effect the other way counts as inactive or inconclusive. Unless noted, % is scaled to controls: 0 for no effect and ±100 for the full control effect.

item	compound	hERG WT inh	Giardia kill	B2AR arrestin	GALK inh	Eya2 phos inh	KCNH2 3.1 block	uPA surface inh	PKM2 act	USP2a block	BCR signal inh	FBPA coupling cs
1	NC(=O)CN1CCN(C(=O)NC2CCCCC2)CC1	1	-6	-1.2%	0%	14%	-2	-26%	?	0%	5%	8
2	Cc1n(CC(O)COCc2ccccc2)c2ccccc2[n+]1C (configuration not stated)	1	-3	-0.4%	-2%	-7%	3	.	-4%	1%	-10%	1
3	COC(=O)CN1C(=O)c2cccc3cccc1c23	-1	-6	-0.5%	7%	-4%	-3	0%	-1%[11.5 µM]	2%	-2%	5
4	CC1CCN(C(=O)c2[nH]cnc2C(=O)NC2CCN(C(=O)OC(C)(C)C)CC2)CC1	.	-8	-0.6%	.	1%	.	19%	.	1%	-11%	.
5	O=S(=O)(c1ccc(NC(=S)NCc2ccc(F)cc2)cc1)N1CCOCC1	7	2	-0.4%	2%	-2%	-3	-6%	-4%	-1%	-9%	.
6	O=C(OCC(=O)N1CCN(C(=O)COC(=O)c2ccncc2)CC1)c1ccncc1	2	21	-0.9%	2%	6%	0	6%	-8%	-1%	0%	1
7	CN1CCN(C(=O)c2cc(=O)c3cc(Cl)cc(Cl)c3o2)CC1	-5	8	-0.7%	.	-12%	-10	-1%	.	-1%	1%	0
8	Cc1cc(C)n(-c2ccc(C(=O)OCC(=O)NCc3ccc(Cl)cc3)cc2)n1	2	8	-0.9%	-2%	5%	21	6%	-2%	4%	12%	4
9	O=c1oc2ccc(F)cc2c2c1C1O[C@](c3ccsc3)(Cc3c1ccc1ccccc31)O2	.	.	2.5%[9.22 µM]	.	8%[15.4 µM]	.	.	-1%[11.5 µM]	1%[7.66 µM]	-3%[9.22 µM]	1
10	O=C(N/N=C/c1cccnc1)c1ccc(NC(=O)c2ccccc2Cl)cc1	4	17	-0.2%	15%	-12%	-4	16%	3%	1%	?	-2
11	O=C(NC(=S)Nc1cccnc1Cl)c1ccco1	-3	?	0.0%	6%	-10%	6	?	-22%	6%	?	1
12	COc1ccc(-c2ccc(/C=N/NC(=O)c3cccnc3)o2)c([N+](=O)[O-])c1	-1	-1	-1.4%	0%	9%	6	2%	1%	3%	4%	3
13	Cc1cc(C)c2c(n1)sc1c(=O)n(Cc3ccccc3Cl)nnc12	-26	-12	0.5%	1%	-6%	12	-4%	7%	-2%	14%	3
14	CC(O)(CS(=O)(=O)Cc1ccccc1)c1ccc(Cl)cc1 (configuration not stated)	-9	14	0.3%	-2%	6%	29	13%	.	2%	2%	-3
15	Cc1csc(SCC(=O)NCc2cccs2)n1	11	7	-0.6%	-2%	-23%	-13	-1%	0%	2%	-4%	4
16	COC(=O)C1CN(C(=O)C(C)Oc2cc(C)ccc2C(C)C)c2ccccc2O1 (configuration not stated)	0	-12	-0.1%	2%	-6%	-11	-1%	.	0%	1%	1
17	Cc1noc(C)c1-c1nc(CSc2ccccc2)no1	22	-26	-0.2%	.	3%	-10	-8%	6%	1%	9%	2
18	CCN(CC(=O)Nc1ccc(NC(C)=O)cc1)C(=O)CCN1C(=O)c2cccc([N+](=O)[O-])c2C1=O	3	3	-0.2%	-3%	15%	.	-8%	-5%	0%	-1%	.
19	Cc1ccc(NC(=O)CSc2nnc(-c3ccncc3)o2)cc1C	-1	14	-0.3%	0%	-2%	7	2%	3%	2%	1%	1
20	Cc1ccc(NC(=O)COC(=O)C2CSC3(C)CCC(=O)N23)cc1S(=O)(=O)N1CCOCC1 (configuration not stated)	-12	?	0.0%	8%	-1%	-1	7%	-2%	4%	?	-2
21	CCN1C(c2ccccc2)C(C)C(=O)C(C)C1c1ccccc1 (configuration not stated)	6	1	-0.6%	0%	17%	-1	5%	-4%	-1%	19%	5
22	COC(=O)c1ccc2c(=O)[nH]c(CN3c4ccccc4CC3C)nc2c1 (configuration not stated)	-37	3	-0.1%	-2%	-10%	-7	-3%	3%	0%	0%	-4
23	CC(C)N(CC#CCC1(O)c2ccccc2-c2ccccc21)CCO	-20	17	-0.1%	1%	-2%	9	0%	-1%	0%	3%	1
24	COC(=O)c1cc(-c2ccccc2)n(CC(=O)O)c1C	1	-2	-0.3%	1%	9%	-2	-2%	-1%	2%	16%	3
25	CCOc1ccccc1CNS(=O)(=O)c1ccc2c(c1)oc(=O)n2C	1	23	-0.4%	3%	2%	-14	1%	5%	3%	-8%	3
26	Cn1cc(CNC(=O)c2ccc(OC3CCN(Cc4ccccn4)CC3)cc2)cn1	-22	31[activator]	0.2%	-7%	2%	-17	-14%	.	5%	1%	.
27	O=C(Cn1nc(-c2cccc([N+](=O)[O-])c2)c2ccccc2c1=O)NCC1CCCO1 (configuration not stated)	-8	36[activator]	-0.9%	4%	10%	5	-8%	11%	-1%	1%	5
28	CCc1nnc(NC(=O)c2cccc(NC(=O)C(C)C)c2)s1	0	-15	-0.3%	.	0%	-20	1%	1%	0%	7%	-1
29	O=C1NC(c2ccccn2)Nc2sc3c(c21)CCC3 (configuration not stated)	3	14	-1.1%	-2%	-10%	16	0%	10%	1%	?	-16
30	COCCCNC(=O)c1ccc([N+](=O)[O-])cc1	1	5	0.3%	11%	12%	.	3%	0%	2%	-1%	2
31	COc1ccc(CNC(=O)CCNC(=O)c2ccco2)cc1OC	10	12	-0.3%	.	30%	9	-2%	.	1%	3%	.
32	O=C(COc1ccc(C(=S)N2CCOCC2)cc1)Nc1ccccc1C(F)(F)F	0	5	0.2%	1%	2%	14	-14%	-1%	-3%	-3%	0
33	CCCc1nc2sc3c(=O)n(N)cnc3c2c2c1COC(C)(C)C2	.	.	0.3%	3%	-14%	.	.	-4%	1%	-14%	-3
34	CCCC(=O)Nc1ccc(-c2nc3cc(C)c(C)cc3o2)c(O)c1	7	3	-0.1%	-2%	46%	12	4%	-3%	-1%	-2%	2
35	Nn1c(SCC(=O)N2CCOCC2)nnc1-c1ccco1	-4	5	0.0%	-1%	14%	-6	3%	0%	1%	-1%	3
36	Cc1cc(=O)n2c3c(cccc13)CCC2	-1	?	0.1%	0%	-7%	5	-2%	2%	1%	0%	0
37	CS(=O)(=O)N1CCC(C(=O)Nc2ccc(Cl)c(Cl)c2)CC1	-6	-3	-0.6%	-2%	-7%	4	1%	-3%	6%	-4%	0
38	CS(=O)(=O)c1ccc(Cl)c(NC(=O)CCNC(=O)c2ccco2)c1	8	4	-0.8%	-6%	-5%	-16	0%	0%	-2%	3%	.
39	O=C(CSc1nnc2ccc(-c3ccc(F)cc3)nn12)N1CCCC1	-10	-1	-0.3%	7%	-3%	1	0%	0%	1%	-6%	0
40	O=S(=O)(Cc1ccc(Cl)cc1)N1CCN(c2ncccn2)CC1	-4	-13	0.3%	0%	7%	2	5%	-7%	1%	4%	.
41	CC(CC(=O)Nc1ccc(F)c([N+](=O)[O-])c1)c1ccccc1 (configuration not stated)	1	-29	-0.4%	-1%	-11%	3	0%	-1%	-2%	16%	0
42	COc1ccc(C(=O)Nc2nnc(SCC(=O)Nc3ccc(NC(C)=O)cc3)s2)c(OC)c1	-5	3	-0.7%	-1%	6%	-16	-9%	-9%	-1%	?	.
43	O=C(Nc1ccc2nc3n(c(=O)c2c1)CCCC3)c1ccccc1F	4	-1	0.1%	.	11%	-10	6%	.	-1%	-4%	0
44	CN(C)c1ccc(/C=N/NC(=O)c2ccnn2C)cc1	-10	-15	-0.3%	?	5%	5	-2%	-80%	1%	?	-6
45	O=c1cc(-c2ccccc2)oc2cc(O)ccc12	-5	36[activator]	.	.	.	2	?	.	.	.	3
46	COC(=O)c1c(NC(=O)c2ccco2)sc(C(=O)Nc2ccc(F)cc2)c1C	2	6	-0.5%	0%	14%	-2	1%	0%	1%	3%	-2
47	COCCn1nnnc1C(c1ccc(OC)c(OC)c1)N1CCN(C(=O)c2ccco2)CC1 (configuration not stated)	-23	-17	0.1%	7%	1%	10	3%	0%	2%	-1%	-2
